# APJ agonist: agonists of human APJ apelin receptor. P35414. CHO-K1 APJ PathHunter beta-arrestin, luminescence; 0% DMSO wells, 100% apelin. activation, % at 20 µM. 330,000 tested, 0.11% active. AID 2520;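 active = activation more than six SD over the plate average, tested at 20 µM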;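 also: 0% = DMSO alone and 100% = apelin-13 at 10 nM; some results filed as inactive read as strong as hits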
#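 Test system: CHO-K1 APJ beta-arrestin complementation cell line. Amount: cell density 1000 per well. Controls: DMSO negative, 10 nM Apelin-13 positive. Signal: luminescent beta-gal fragment complementation, chemiluminescent substrate. Read-out basis: agonist-driven arrestin binding to APJ. Timing: compound stimulation 90 min at 25 °C, detection 60 min.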
# UBC13 polyUb: blocks human UBC13 polyubiquitin chain formation. P61088. 330,000 tested, 0.47% active. TR-FRET. inhibition, % at 20 µM; in the data active = inhibition above about 45%, passing the limit was not always enough; inconclusive = no clear call, values can overlap the other calls
# EBI2 block: EBI2 (human) antagonism. EBI2 beta-arrestin recruitment, luminescence, 7a,25-OHC stimulated. 360,000 tested, 0.81% active. P32249. inhibition, % at 5 µM; in the data active = inhibition above about 38%;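 also: enzyme fragment complementation signal reports receptor beta-arrestin coupling in cells; 0% = agonist plus DMSO wells and 100% = wells without agonist; some results beyond the cut were filed as inactive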
# Target sequence (P32249 whole entry, looked up, the tested form may be a part): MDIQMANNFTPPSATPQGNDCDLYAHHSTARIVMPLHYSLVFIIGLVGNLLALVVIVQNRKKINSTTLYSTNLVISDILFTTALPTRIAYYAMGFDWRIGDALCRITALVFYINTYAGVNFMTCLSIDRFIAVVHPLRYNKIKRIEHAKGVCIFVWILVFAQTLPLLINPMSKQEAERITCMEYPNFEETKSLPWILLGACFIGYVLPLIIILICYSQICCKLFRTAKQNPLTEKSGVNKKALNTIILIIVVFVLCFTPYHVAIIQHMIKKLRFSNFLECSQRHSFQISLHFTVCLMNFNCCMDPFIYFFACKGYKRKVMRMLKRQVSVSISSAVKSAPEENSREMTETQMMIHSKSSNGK
# Gli-Sufu block: Gli-Sufu pathway antagonism | AID 588413 | 340,000 tested, 0.74% active | inhibition, % at 5 µM | Sufu-KO-LIGHT fibroblasts, Gli luciferase reporter luminescence;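 active = inhibition above about 55%, limit read from the data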;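 also: 0% = DMSO-treated cells and 100% = wells with medium but no cells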
# CXCR6 inh: CXCR6 (human) receptor inhibition | O00574 | 360,000 tested, 0.36% active | inhibition, % at 20 µM | CHO-K1 PathHunter CXCR6 beta-arrestin, luminescence; in the data active = inhibition above about 34%, passing the limit was not always enough;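 also: antagonist mode with CXCL16 agonist at 10 nM final; 0% = 10 nM CXCL16 with DMSO and 100% = unstimulated wells without agonist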
# Target sequence (O00574 whole entry, looked up): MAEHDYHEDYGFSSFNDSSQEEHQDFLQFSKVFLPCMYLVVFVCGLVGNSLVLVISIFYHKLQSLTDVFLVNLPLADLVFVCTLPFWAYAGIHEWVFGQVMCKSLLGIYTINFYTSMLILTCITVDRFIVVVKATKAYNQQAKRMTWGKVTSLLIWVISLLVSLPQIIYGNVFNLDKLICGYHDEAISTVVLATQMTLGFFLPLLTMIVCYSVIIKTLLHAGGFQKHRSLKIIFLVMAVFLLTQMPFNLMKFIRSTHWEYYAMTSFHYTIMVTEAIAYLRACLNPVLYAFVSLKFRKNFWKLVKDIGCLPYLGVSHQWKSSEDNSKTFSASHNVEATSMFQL
# ATG4B inh: blocks human ATG4B protease cleavage of LC3 substrate. ATG4B cleavage of LC3-PLA2, NBD-HPC fluorescence, 1 h. inhibition, % at 8.33 µM. 340,000 tested, 0.51% active; in the data active = inhibition above about 40%
# APJ antag: antagonists of human APJ apelin receptor; P35414; CHO-K1 APJ beta-arrestin complementation, luminescence; inhibition, % at 20 µM; 330,000 tested, 0.32% active; AID 2521;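 active = inhibition above about 40% at 20 µM, limit read from the data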;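 also: cells challenged with 10 nM apelin-13 agonist together with compound; plate controls were apelin-13 plus DMSO wells for no effect and DMSO wells lacking apelin-13 for full effect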
# CCR6 antagonist: antagonists of human CCR6 receptor. P51684. inhibition, % at 20 µM. 340,000 tested, 0.49% active. CHO-K1 CCR6 PathHunter beta-arrestin, luminescence, CCL20-stimulated. AID 493098;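 active = compounds whose inhibition of the agonist-driven luminescence signal at 20 µM reaches about 50%, limit read from the data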;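 also: cells stimulated with CCL20 at 14 nM final; plate controls were DMSO with CCL20 for no effect and DMSO without agonist for full effect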
# Target sequence (P51684 whole entry, looked up): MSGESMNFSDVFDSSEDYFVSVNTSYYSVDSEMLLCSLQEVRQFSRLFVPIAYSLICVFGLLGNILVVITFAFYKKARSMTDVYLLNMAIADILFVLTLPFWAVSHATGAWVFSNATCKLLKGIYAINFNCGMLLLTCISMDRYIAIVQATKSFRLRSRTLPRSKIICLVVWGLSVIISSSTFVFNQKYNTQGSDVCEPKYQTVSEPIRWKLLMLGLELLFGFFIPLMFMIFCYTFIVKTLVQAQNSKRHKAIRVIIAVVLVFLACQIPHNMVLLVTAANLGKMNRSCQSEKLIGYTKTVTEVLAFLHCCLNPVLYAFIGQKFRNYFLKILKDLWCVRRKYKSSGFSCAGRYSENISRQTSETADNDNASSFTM
# * marks the source's active call; other numbers are inactive results; ? = inconclusive; · = no result given.
SMILES,APJ agonist,UBC13 polyUb,EBI2 block,Gli-Sufu block,CXCR6 inh,ATG4B inh,APJ antag,CCR6 antagonist
Cc1cc(N/C(=N/S(=O)(=O)c2cc(F)ccc2F)c2ccccc2)n(-c2ccccc2)n1,-1,11,11,0,7,-9,8,16
CCN(CC)CCCNC(=O)c1cc(Cl)c(NC(=O)C2=C(C)OCCS2)cc1OC,13*,16,-8,2,1,7,14,7
COC(=O)c1ccc(-c2ccc(/C=N/N3C(=O)C4C5C=CC(C6CC56)C4C3=O)o2)cc1 (configuration not stated),2,-13,3,-70,-6,-8,1,5
O=S1(=O)CCOC[C@H](Cc2ccccc2)N1Cc1ccccc1F,-5,6,7,0,0,1,-4,10
CC(=O)N(c1ccc2oc(=O)sc2c1)S(=O)(=O)c1cccs1,-2,-20,-6,17,-7,-5,7,-7
COc1ccc(OCC(=O)Nc2c(C)ccc3nsnc23)cc1,8,0,-2,-1,5,-10,-7,7
O=C(CN1CCOCC1)Nc1ccc(NC(=O)c2ccccc2F)cc1,0,3,4,4,-4,-9,9,10
NC(Cc1c[nH]c2ccc(OCc3ccccc3)cc12)C(=O)O (configuration not stated),-3,-2,10,24,-4,-2,9,5
CCN(C(=O)C1CCCN(c2nc(-c3ccc(OC)cc3)no2)C1)c1ccccc1F (configuration not stated),-3,7,32,2,7,-4,0,21
CCOC(=O)N1CCC(N(CCOC)C(=O)Nc2ccc(C)c(C)c2)CC1,-1,-6,7,6,2,-8,-12,-12
CCn1c(=O)c(C(=O)CN(C)Cc2ccc(F)cc2)c(N)n(Cc2ccccc2)c1=O,-3,-9,3,5,0,-7,-3,-2
COc1ccc(C(CNc2ncnc3sccc23)N(C)C)cc1OC (configuration not stated),1,-4,-2,-10,-7,-15,-2,8
CCOC(=O)N1CCC(n2c(=S)[nH]c3cc(OC)c(OC)cc3c2=O)CC1,-1,-10,15,14,0,-14,0,4
CSc1ccc(CCNC(=O)CN2C(=O)c3cccnc3Oc3ccc(C)cc32)cc1,-4,5,9,-4,2,1,-27,-6
COCCNC(=S)N1CCc2cc(OC)c(OC)cc2C1COc1cc(C)cc(C)c1 (configuration not stated),-2,-4,14,10,-1,21,5,2
CC(CS(=O)(=O)c1ccc2c(c1)NC(=O)CS2)C(=O)N1CCN(c2cccc(Cl)c2)CC1 (configuration not stated),5,-6,3,-9,-11,-3,9,7
Cc1ccc(Nc2cc(C)nc3ncnn23)cc1,-1,-2,6,24,-1,-6,-4,3
O=C(CSc1nnc(Cc2cccs2)n1Cc1ccco1)Nc1ccc(Br)cc1,-3,3,7,-87,9,-2,2,-9
O=C(NC1CCCC1)C(c1ccccc1)N(C(=O)c1ccno1)c1cccnc1 (configuration not stated),-1,1,8,3,-11,6,4,-18
Cc1ccc(NC(=O)CCC(=O)NNC(=O)COc2ccc([N+](=O)[O-])cc2)cc1C,-6,1,-2,1,1,0,0,8
COc1cc(/C=N/NC(=O)c2cncc(Br)c2)cc([N+](=O)[O-])c1O,-6,-73,28,-1,-3,3,25,35
CCOC(=O)c1c(NC(=O)CSc2nnc(C)c(=O)[nH]2)sc2c1CCC2,0,-6,0,-2,-12,18,-13,2
Cc1ccc(S(=O)(=O)N2CCCCC2)cc1NC(=O)c1cc(F)c(F)c(F)c1F,-3,0,15,11,3,-1,9,4
COc1cc(C(=O)NC(=S)Nc2ccc(Cc3ccncc3)cc2)cc(OC)c1OC,-5,-4,1,7,8,-9,11,23
CCOC(=O)C1(CCOC)CCN(Cc2ccc(C(=O)OC)cc2)CC1,-3,-2,-3,15,0,-4,2,-5

# Continued.
SMILES,APJ agonist,UBC13 polyUb,EBI2 block,Gli-Sufu block,CXCR6 inh,ATG4B inh,APJ antag,CCR6 antagonist
O=C(OCC(=O)c1ccc[nH]1)c1ccc(C(F)(F)F)cc1,-1,3,-11,9,-8,-13,-5,-2
CSc1nsc(SCC(=O)NCc2ccc(C)cc2)n1,1,0,-7,-15,-23,8,14,-5
Cc1ccc(Cl)cc1N1CCN(C(=O)CCS(=O)(=O)c2ccc3c(c2)NC(=O)CO3)CC1,11,5,-4,24,-14,-17,-25,-17
CC(OC(=O)c1cccc(S(=O)(=O)Nc2ccccc2F)c1)C(=O)NCc1ccc2c(c1)OCO2 (configuration not stated),3,8,-13,-4,0,-10,-2,11
Cc1ccccc1NC(=O)C(C)c1cccc(C(=O)c2ccccc2)c1 (configuration not stated),0,-7,1,-1,6,2,5,21
CC1=C(C(=O)OC2CCCCCCC2)C(c2cccc(O)c2)NC(=O)N1 (configuration not stated),5,2,-10,15,-5,-17,-12,15
O=C(CCn1c(=S)oc2ccccc21)Nc1ccc2c(c1)OCCO2,0,7,-16,12,2,-8,8,12
Cc1ccc(NC(=O)CCC(=O)NNC(=O)COc2ccccc2)c(C)c1,1,-12,-3,-1,-8,-10,-25,12
C=CCNc1nc(N)c(C(=C(C#N)C#N)c2ccccc2)s1,0,14,-7,-1,6,6,7,9
N#C/C(=N\Nc1ccc(Cl)cc1)C(=N)N1CCCCC1,-3,-7,8,-97,-2,4,-3,-2
Cc1ccnc(NC(=O)c2cccc(NS(=O)(=O)c3ccccc3C)c2)c1,·,·,-26,0,10,-6,·,1
COc1ccc(C(=O)Nc2ccc(S(=O)(=O)N3CCOCC3)cc2)cc1OC,0,-5,1,-5,-6,-7,5,14
CC1Oc2ccccc2OC1(O)c1ccc2ccccc2n1 (configuration not stated),-3,2,-7,-2,4,7,4,-3
CCCC(=O)NC(Nc1ccccc1OC)C(Cl)(Cl)Cl (configuration not stated),-3,4,4,5,1,-11,21,11
COc1cccc(C(=O)C2CCCN(CC3=Cc4cc(OC)ccc4OC3)C2)c1 (configuration not stated),0,4,-8,2,-5,4,14,17
Oc1ccc2oc3c(c2c1C=NCc1ccncc1)CCCC3,6,4,-16,·,-10,-4,-22,-12
COCCNC(=O)Cn1cc2c(n1)CCC(C)C2 (configuration not stated),-2,-7,-1,-2,1,2,3,5
CC(=O)N1C(=O)C2(Nc3ccccc3N2)c2ccccc21,3,4,-11,-1,-8,-4,18,0
O=S(=O)(Nc1ccc(Br)cc1)c1cccc2cccnc12,0,4,6,-8,8,5,1,1
COc1ccc(-c2nn(-c3ccccc3)cc2/C=C\C(=O)N2CCOCC2)cc1[N+](=O)[O-],-3,3,12,9,3,-20,10,14
Cc1c(Cc2ccccc2)c(=O)oc2c(C)c(OCC(=O)Nc3ccc(C#N)cc3)ccc12,0,?,11,-1,4,-4,-6,4
COc1ccc(CCNS(=O)(=O)c2cc3c4c(c2)CCN4C(=O)CC3)cc1,11,-4,3,5,-3,-1,7,0
Clc1ccc(-n2nnnc2-c2cnc3ccccc3c2-c2ccccc2)cc1,3,-9,-3,5,4,-8,6,18
CSC1=NCCN1C(=O)c1cccs1,1,0,3,7,5,0,3,-4
N/C(=N\OC(=O)c1ccc(F)cc1)c1nonc1N,2,11,-2,-9,-4,3,-16,14

# Only EBI2 block, APJ antag and CCR6 antagonist, for some of the entries so far:
SMILES	EBI2 block	APJ antag	CCR6 antagonist
Cc1ccc(Cl)cc1N1CCN(C(=O)CCS(=O)(=O)c2ccc3c(c2)NC(=O)CO3)CC1	-4	-25	-17
CC(OC(=O)c1cccc(S(=O)(=O)Nc2ccccc2F)c1)C(=O)NCc1ccc2c(c1)OCO2 (configuration not stated)	-13	-2	11
Cc1ccccc1NC(=O)C(C)c1cccc(C(=O)c2ccccc2)c1 (configuration not stated)	1	5	21
CC1=C(C(=O)OC2CCCCCCC2)C(c2cccc(O)c2)NC(=O)N1 (configuration not stated)	-10	-12	15

# Look-ups from the entries so far:
# CCR6 antagonist, Cc1c(Cc2ccccc2)c(=O)oc2c(C)c(OCC(=O)Nc3ccc(C#N)cc3)ccc12 → 4
# APJ antag, CC(OC(=O)c1cccc(S(=O)(=O)Nc2ccccc2F)c1)C(=O)NCc1ccc2c(c1)OCO2 (configuration not stated) → -2
# CCR6 antagonist, COCCNC(=O)Cn1cc2c(n1)CCC(C)C2 (configuration not stated) → 5
# UBC13 polyUb, O=S(=O)(Nc1ccc(Br)cc1)c1cccc2cccnc12 → 4
# CCR6 antagonist, O=C(OCC(=O)c1ccc[nH]1)c1ccc(C(F)(F)F)cc1 → -2

# Back to the main list; the two compounds before the break are reprinted first.
SMILES,APJ agonist,UBC13 polyUb,EBI2 block,Gli-Sufu block,CXCR6 inh,ATG4B inh,APJ antag,CCR6 antagonist
CSC1=NCCN1C(=O)c1cccs1,1,0,3,7,5,0,3,-4
N/C(=N\OC(=O)c1ccc(F)cc1)c1nonc1N,2,11,-2,-9,-4,3,-16,14
O=C(Nc1ccc([N+](=O)[O-])cc1)c1ccccc1F,-4,-8,-1,-76,9,3,14,18
O=c1c2ccccc2nc2sc(Nc3cccc(Cl)c3)nn12,-1,-11,9,8,-4,-5,18,2
O=C(COC(=O)c1ccc([N+](=O)[O-])cc1)Nc1ccccc1C(=O)NC1CC1,1,-6,-8,4,1,1,-2,3
O=C(Cc1ccccc1Cl)N/N=C/c1cccnc1,-4,2,8,5,6,-8,3,-12
CC(=O)OCC1OC(n2c(S)c(C#N)c(-c3ccccc3)c(C#N)c2=O)C(OC(C)=O)C(OC(C)=O)C1OC(C)=O (configuration not stated),·,·,10,6,-5,6,·,1
O=c1c(C/C=C/c2ccccc2)c(O)nc2n1CCCS2,-1,-14,-7,9,-2,-9,1,8
CCN(CC(=O)NCc1ccc(F)cc1)C(=O)COc1ccccc1[N+](=O)[O-],-3,2,-5,0,4,-1,17,2
O=C(Oc1ccc2ccc(=O)oc2c1)c1ccco1,12,14,-3,1,-2,-13,-9,-8
COC(=O)c1ccc(NC(=O)Nc2ccc(OC)c(OC)c2)cc1,-3,6,-6,-3,2,-4,7,4
Nc1ccc2nc3c(=O)[nH]c(=S)[nH]c3nc2c1,-1,-52,-11,5,-1,1,-60,17
O=C(Cc1ccsc1-c1ccccc1)NO,-2,17,-7,4,-8,29,1,4
Cc1nc(C#N)c(N/N=C/c2c(F)cccc2Cl)o1,-4,3,1,-50,9,6,-1,18
CC1(C)CC2(CCO1)N1CC3(C)CN2CC(C)(C1)C3=O (configuration not stated),0,5,-12,-7,2,-1,-9,2
CCCCc1cc(=O)oc2cc(OC(C)C(=O)NCc3ccccn3)c(Cl)cc12 (configuration not stated),-4,4,17,-4,3,-4,-17,22
Cc1cccc(NC(=O)C2CCCC2)c1,-5,-5,-2,1,-1,0,0,11
Cc1cn(S(=O)(=O)c2cc(Br)ccc2Br)cn1,-2,21,-4,6,-11,-6,-2,3
Cc1ccc(S(=O)(=O)Nc2cc(-c3ccc(Cl)cc3)nn2C)cc1,-2,-5,-2,-3,-2,-10,5,-14
O=C/C(=C\Nc1ccc(Br)cc1)c1nc2ccccc2o1,-4,-10,8,5,-1,-5,8,-1
CC(c1ccccc1)n1cc(C(=O)NCc2ccncc2)nn1 (configuration not stated),21,7,0,-4,-10,-9,-3,2
c1ccc(CSc2ncn(-c3ccccc3)n2)cc1,-2,-3,7,13,1,5,-4,13
N#C/C(=C1\C(=O)Nc2c(Cl)cc(Cl)cc21)c1nnc2n1CCCCC2,6,-1,-12,-1,-6,-12,-7,-8
Cc1ccccc1N1OC2C(=O)N(c3ccc(F)cc3)C(=O)C2C1c1ccccn1 (configuration not stated),0,-4,2,-1,-5,7,5,2
CCn1cc(C(=O)O)c(=O)c2cc(F)c(N3CCN(C(=S)NC(=O)c4cc(OC)cc(OC)c4)CC3)cc21,-3,6,4,37,-7,2,12,10
O=C(Nc1cccc(S(=O)(=O)N2CCOCC2)c1)C1CC1,-3,-10,-3,4,0,3,7,7
CC(=O)c1nnn(-c2nc(N3CCCC3)nc(N(c3ccccc3)c3ccccc3)n2)c1C,-4,32,10,7,-2,-2,14,6
COc1ccc(Br)cc1CN1CCN(C(=O)c2ccco2)CC1,-5,2,-5,6,1,0,7,4
C/C(=N\NS(=O)(=O)c1c(C)cc(C)cc1C)c1ccncc1,-3,-6,-15,0,2,-14,4,-5
CN(C)c1ccc(-n2cccc2)cc1,-4,3,0,-2,0,-3,6,9
